From PubChem BioAssay
M1 antagonist: M1 muscarinic receptor (rat) antagonism. P08482. CHO-M1 cells, Fluo-4 calcium, ACh EC80 antagonist mode; active compounds read low. B-score at 10 µM. hit rate 3.4% among 64,000. AID 628;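 active means calcium fluorescence response, raw or row-and-column corrected B-score, differing from the plate sample mean either way at a set confidence level, mostly lower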
Jurkat tox 60K: cytotoxic compounds reducing Jurkat cell viability. Jurkat E6.1 viability, ATP luminescence, 48 h. inhibition, % at 4 µM. hit rate 1.2% among 56,000. AID 463;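 active means inhibition above the mean inhibition of all tested compounds plus 3 SD, cut at about 28% in these data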
S1P3 ag: activates the human S1P3 receptor; hit rate 0.1% among 60,000; Q99500; AID 373; activation, % at 4.5 µM; S1P3 NFAT-BLA reporter cells, agonism, FRET ratio; relative to 1 µM S1P, basal subtracted;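 active means activation above the screen-wide mean plus 3 SD, cut at about 4.5% in these data, passing the limit was not always enough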; further: some compounds called inactive have numbers as strong as hits
Target sequence (Q99500 whole entry, looked up): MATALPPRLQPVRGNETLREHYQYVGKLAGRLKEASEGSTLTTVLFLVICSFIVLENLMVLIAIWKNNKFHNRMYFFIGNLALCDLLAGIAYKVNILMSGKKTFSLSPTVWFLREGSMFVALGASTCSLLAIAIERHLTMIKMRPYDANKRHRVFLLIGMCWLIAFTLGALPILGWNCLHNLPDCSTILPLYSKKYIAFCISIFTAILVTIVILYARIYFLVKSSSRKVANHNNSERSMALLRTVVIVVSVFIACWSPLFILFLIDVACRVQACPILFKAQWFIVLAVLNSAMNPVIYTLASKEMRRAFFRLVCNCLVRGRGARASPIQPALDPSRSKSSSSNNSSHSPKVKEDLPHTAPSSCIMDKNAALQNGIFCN
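Measure – % activation relative to 1 µM S1P (100%), per plate · System – stable CHO line with human S1P3, Gα16, NFAT-BLA reporter · Timing – cells plated overnight, compound 4 h 37 °C, substrate 2 h RT · Technique – fluorescent BLA substrate, ex 405 nm, em 460/535 nm ratio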
S1P1 ag pot: S1P1 (human) agonism or agonism potentiation. P21453. S1P1 CRE-bla cells, forskolin, beta-lactamase FRET, potentiator mode; S1P1 agonist co-added at EC20, 2 nM; 100% = saturating reference agonist, 0% = basal. activation, % at 9.5 µM. hit rate 0.57% among 56,000;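 active means activation above a cutoff set at the mean activation of all tested compounds plus 3 SD, cut at about 54% in these data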;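 further: forskolin at 4 µM as EC80 and the EC20 agonist is SEW2871; 100% = SEW2871 at its EC100 plus forskolin at EC80; some compounds past the cut are filed as inactive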
HTR1E antagonist: 5-HT1E (human) receptor antagonism; CHO 5-HT1E Ga15 NFAT-bla reporter, FRET, antagonist; hit rate 0.99% among 65,000; inhibition, % at 6 µM; AID 571; P28566;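 active means inhibition above a set limit, the mean inhibition across every tested compound plus 3 SD, cut at about 29% in these data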;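 further: signal is the 460 over 535 nm emission ratio of beta-lactamase substrate; 0% = agonist plus DMSO wells and 100% = wells without agonist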
5HT1a antag: 5-HT1a (human) receptor antagonism; hit rate 0.68% among 62,000; AID 612; CHO 5-HT1a Ga15 NFAT-bla reporter, antagonist mode; inhibition, % at 10 µM;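 active means inhibition above the mean of all tested compounds plus 3 SD, cut at about 43% in these data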;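 further: receptor stimulated by 5-CT agonist at 100 nM near EC80; beta-lactamase reporter measured by ratiometric fluorescence of a cleavable substrate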
Target sequence (P08908 whole entry, looked up): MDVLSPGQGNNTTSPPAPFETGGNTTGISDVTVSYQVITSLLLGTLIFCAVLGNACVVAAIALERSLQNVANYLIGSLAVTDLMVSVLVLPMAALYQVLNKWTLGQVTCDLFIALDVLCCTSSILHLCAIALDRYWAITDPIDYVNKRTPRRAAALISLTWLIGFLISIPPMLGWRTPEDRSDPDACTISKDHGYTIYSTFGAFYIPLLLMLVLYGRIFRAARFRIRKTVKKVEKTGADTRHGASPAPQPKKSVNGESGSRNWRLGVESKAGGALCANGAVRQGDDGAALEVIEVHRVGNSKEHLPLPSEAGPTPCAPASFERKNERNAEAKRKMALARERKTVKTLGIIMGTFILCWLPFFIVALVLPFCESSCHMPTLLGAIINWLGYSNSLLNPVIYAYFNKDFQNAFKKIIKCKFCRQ
M1 ag: agonists of M1 muscarinic receptor; CHO-M1 cells, Fluo-4 calcium fluorescence, agonist mode; active compounds read high; AID 626; hit rate 3% among 64,000; B-score at 10 µM;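 active means fluorescence rise, raw or as B-score row- and column-corrected plate score, outside the 99.7% band of its plate's samples, either direction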
HTR1A agonist: 5-HT1a (human) receptor agonism; P08908; CHO 5-HT1a Ga15 NFAT-bla reporter, FRET ratio; 0% basal, 100% maximal reference agonist; activation, % at 10 µM; hit rate 0.56% among 65,000; AID 567;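 active means activation above the screen-wide mean activation plus 3 SD, cut at about 19% in these data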;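 further: 0% = DMSO wells and 100% = 5-CT at EC100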
HTR1E agonist: agonists of human 5-HT1E serotonin receptor. P28566. CHO 5-HT1E Ga15 NFAT-bla reporter, FRET; 0% DMSO wells, 100% control agonist wells. activation, % at 6 µM. hit rate 0.69% among 65,000. AID 574;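 active means activation above a set limit, the screen-wide mean activation plus 3 SD, cut at about 8.5% in these data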;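 further: 100% = positive control agonist at 1 µM giving full maximal response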
Active calls of the source: *; · = not tested or not shown.

Compound,M1 antagonist,Jurkat tox 60K,5HT1a antag,HTR1E agonist,S1P1 ag pot,HTR1A agonist,S1P3 ag,HTR1E antagonist,M1 ag
Cc1c(C)c2ccc(OCC(=O)N(C)C)c(C)c2oc1=O,0.095,0,-4,-0.5,·,0.2,-0.8,-2,-0.71
COc1cc(C(Nc2ccccn2)c2ccc3ccc(C)nc3c2O)cc(OC)c1O (configuration not stated),0.59,71*,33,-1.1,38,-0.9,-1.2,16,0.12
O=C(O)CCCNC(=O)OCc1ccccc1,-0.003,0,0,0.0,-1,-1.4,-0.4,7,-0.24
Cc1ccc2c(c1)nnn2C1CCN(CC(=O)NCCc2ccccc2)CC1,0.075,11,-4,-0.2,-25,-2.0,-0.2,-4,0.33
Cc1cc(NC(=O)COC(=O)CCC(=O)c2ccc(F)cc2)no1,0.47,2,-7,-0.7,-9,-0.9,-1.1,0,-0.96
CC1(C)Cc2c(sc3c2c(=O)n(Cc2ccccc2)c2nncn32)CO1,·,-3,4,-0.2,-11,-1.2,-0.3,10,·
CCCCNC(=O)Cn1cnc2sc(C(=O)OCC)c(C)c2c1=O,·,3,-3,-0.5,-3,-1.4,-0.7,9,·
O=C(O)c1cc(S(=O)(=O)N2CCCCCC2)ccc1Cl,0.61,-6,-2,-0.3,-8,-2.6,-1.6,-7,-1.2
Cc1ccc(C(=O)CSc2nc3ccccc3c(=O)n2N)o1,-0.036,-8,-2,0.1,6,0.3,-1.0,2,-0.071
COCCOC(=O)c1cc(C(=O)c2cc(F)ccc2O)coc1=N,-0.17,0,7,0.5,7,-1.4,-1.3,1,-0.68
COc1ccc(Cn2nnnc2C(c2cc(OC)ccc2OC)N2CCC(C(N)=O)CC2)cc1 (configuration not stated),-0.14,2,-3,0.9,-4,-0.7,-0.5,1,-0.00076
Cc1ccc(NC(=O)N2C(=O)C3(OCCO3)c3ccccc32)cc1,-0.17,-9,6,0.1,-12,-1.6,-0.1,1,-1.1
CC1CCN(c2nncc3ccccc23)CC1,-0.039,-10,-7,-0.2,-1,-0.7,0.7,-10,0.055
O=C(c1cc2nc(-c3ccco3)cc(C(F)(F)F)n2n1)N1CCN(c2ccc(F)cc2)CC1,-0.14,4,-42,1.3,-7,3.3,-1.0,4,1.3
Cn1c(CNc2ccc(Cl)cc2)nnc1SCc1ccccc1,-0.096,-1,12,-1.2,14,-0.1,-0.1,7,0.63
O=C(NCCc1c[nH]c2ccccc12)c1c(Cl)nc2sccn12,-0.88,·,-9,-1.5,·,19,·,33*,0.066
COc1cc(C(=O)NCCC(=O)NCc2ccc3c(c2)OCO3)cc(OC)c1OC,-0.64,-4,-13,0.1,2,-1.1,1.0,0,-0.44
O=C1CC(Sc2nnc(-c3ccccc3O)o2)C(=O)N1c1ccccc1 (configuration not stated),-0.67,-4,12,0.6,0,-2.1,0.1,3,-0.75
Cc1cc(C(=O)NCc2ccccc2Br)no1,0.0042,1,-3,0.1,-15,-2.2,-0.7,1,-0.0016
CCN(CC)C(C(=O)Nc1ccc2c(c1)OCO2)c1ccccc1 (configuration not stated),-0.0035,-6,21,-0.4,12,0.4,-1.0,7,0.65
COc1ccccc1C(=O)NCCc1nc2ccccc2n1C,0.079,·,-13,1.2,·,1.6,·,2,1.5
CC(=O)N(C)c1nc(-c2ccc(Cl)cc2)cs1,-0.69,·,6,0.0,·,0.9,·,-17,-1.2
COc1ccccc1NC(=O)N1CCCC1C(=O)NCc1ccc(F)cc1 (configuration not stated),0.41,-3,-2,-1.2,5,0.1,0.7,-1,-0.29
COc1ccc(CCNC(=O)CCC(=O)N2CCN(S(=O)(=O)c3ccccc3)CC2)cc1OC,-2.2,0,-5,-0.1,-6,-2.8,0.0,-2,0.32
COC(=O)c1[nH]c(C)c(/C(O)=C2\C(=O)C(=O)N(CCN(C)C)C2c2ccc(OC)cc2)c1C (configuration not stated),0.85,-2,-1,0.3,-3,0.9,0.2,-7,0.062
COC(=O)C1C(=O)c2c([nH]c(C(=O)OC3CCCCC3)c2C)CC1C (configuration not stated),-1.4,3,4,0.6,-6,2.6,-1.4,1,1.1
COc1ccc(CNC(=O)CS(=O)Cc2nc(-c3ccccc3C)oc2C)cc1 (configuration not stated),0.051,4,-13,-0.4,-11,1.3,-1.0,-6,-0.021
COCCN(C(=O)Nc1ccc(OC)cc1OC)C1CCN(C(C)C)CC1,0.99,0,9,-0.1,-20,-1.9,-0.8,0,-0.11
COc1cc(-c2noc(-c3cccc(Cl)c3)n2)cc(OC)c1OC,-2.5,-7,-7,-0.6,17,0.0,-0.6,-1,0.033
COc1ccc(N2CCN(C(=O)CSc3nnc(-c4cccnc4)n3-c3ccccc3)CC2)cc1,-0.5,-6,-5,1.7,7,1.3,1.2,-1,-0.54
CC1CCC(NC(=O)C2CCN(C(=O)NC3CCCCC3)CC2)CC1 (configuration not stated),-0.38,-4,-3,-0.1,2,1.0,0.4,0,0.24
COC(=O)C1=C(C)N(C)C(=O)NC1c1ccc(C)cc1 (configuration not stated),0.58,9,-3,-1.0,-15,-2.0,-0.2,-3,-0.35
FC(F)(F)c1nnc2ccc(N3CCCCCC3)nn12,-1.7,10,-10,-0.6,-9,-2.6,-0.4,-3,-0.75
N[C@@H](Cc1ccccc1)c1nnc(SCc2ccccc2Cl)o1,-0.061,4,2,-0.2,-5,-2.5,-0.9,-5,-0.75
Cn1c(SCC(N)=O)nnc1C1CCN(C(=O)NC2CCCCC2)CC1,0.56,-3,7,1.6,8,7.1,-0.6,2,0.25
Cc1nc2nc(C)c(CCC(=O)N3CCN(c4ccccn4)CC3)c(C)n2n1,-0.54,-2,6,-0.9,-2,0.1,-0.3,-9,-0.2

An excerpt of these results, with two lines to a compound.
Results follow in this order: M1 antagonist | Jurkat tox 60K | 5HT1a antag | HTR1E agonist | S1P1 ag pot | HTR1A agonist | S1P3 ag | HTR1E antagonist | M1 ag
COC(=O)c1[nH]c(C)c(/C(O)=C2\C(=O)C(=O)N(CCN(C)C)C2c2ccc(OC)cc2)c1C (configuration not stated)
→ 0.85 | -2 | -1 | 0.3 | -3 | 0.9 | 0.2 | -7 | 0.062
COC(=O)C1C(=O)c2c([nH]c(C(=O)OC3CCCCC3)c2C)CC1C (configuration not stated)
→ -1.4 | 3 | 4 | 0.6 | -6 | 2.6 | -1.4 | 1 | 1.1
COc1ccc(CNC(=O)CS(=O)Cc2nc(-c3ccccc3C)oc2C)cc1 (configuration not stated)
→ 0.051 | 4 | -13 | -0.4 | -11 | 1.3 | -1.0 | -6 | -0.021
COCCN(C(=O)Nc1ccc(OC)cc1OC)C1CCN(C(C)C)CC1
→ 0.99 | 0 | 9 | -0.1 | -20 | -1.9 | -0.8 | 0 | -0.11
COc1cc(-c2noc(-c3cccc(Cl)c3)n2)cc(OC)c1OC
→ -2.5 | -7 | -7 | -0.6 | 17 | 0.0 | -0.6 | -1 | 0.033
COc1ccc(N2CCN(C(=O)CSc3nnc(-c4cccnc4)n3-c3ccccc3)CC2)cc1
→ -0.5 | -6 | -5 | 1.7 | 7 | 1.3 | 1.2 | -1 | -0.54

Next structures.
Compound,M1 antagonist,Jurkat tox 60K,5HT1a antag,HTR1E agonist,S1P1 ag pot,HTR1A agonist,S1P3 ag,HTR1E antagonist,M1 ag
O=C(NCc1cn2ccsc2n1)Nc1ccc(Cl)cc1,-0.36,-3,19,2.1,-3,-3.0,0.2,3,0.87
Cc1ccc(N(C(=O)CNC(=O)c2ccco2)C(C(=O)NC2CCCC2)c2cccnc2)cc1C (configuration not stated),0.45,-7,-6,0.3,2,-2.1,-0.3,0,-0.62
CC(=O)c1cccc(S(=O)(=O)N2CCCC(c3nc(-c4ccc(C)o4)no3)C2)c1 (configuration not stated),0.76,5,-6,-0.2,18,-0.8,-0.3,-8,-0.3
CCOC(=O)CCCn1nc(C)n2c(cc3sccc32)c1=O,0.82,1,-11,-0.9,0,-2.1,-0.4,-9,0.41
CCOC(=O)N1CCC(NC(=O)C2CCCCN2S(=O)(=O)c2ccc(F)cc2)CC1 (configuration not stated),-0.39,0,-7,-0.5,3,3.4,-0.1,7,0.63
Cc1nc2[nH]onc2c2nccc(=O)c12,-0.19,-2,10,0.3,·,-2.7,-1.4,11,0.49
CCNc1nc(N2CCOCC2)nc(N(c2ccccc2)c2ccccc2)n1,0.081,-5,-13,-0.1,-2,1.2,0.5,-2,0.0036
COC(=O)c1cc(=O)n(Cc2ccco2)c(=Nc2ccc(F)c(Cl)c2)s1,-0.66,5,32,-0.3,48,-3.8,-2.0,11,7.1*
O=C(Oc1ccc(Cl)c2cccnc12)N1CCCCC1,0.072,-1,-5,0.4,-15,-0.3,-0.6,-7,0.71
CC(C)COCC1CC2(CC(C)(c3csc(N)n3)OC2=O)C(=O)O1 (configuration not stated),-0.75,-7,12,0.4,4,-2.8,-2.0,11,-0.043
Cc1cc(C(=O)COC(=O)c2ccc3c(c2)OCO3)c(C)n1Cc1cccs1,0.056,-6,-2,0.0,37,-2.1,-0.4,-1,-0.42
Cn1cc(S(=O)(=O)Nc2ccc(F)cc2F)c(=O)n(C)c1=O,-0.0057,-10,2,-0.2,-5,-3.6,-0.2,1,-1.4
CCOC(=O)c1ccc2c(c1)C1C=CCC1C(C(=O)O)N2 (configuration not stated),0.076,1,-11,0.8,·,-1.2,-0.4,-5,-0.7
Cc1c(C(=O)NCc2ccccc2)oc2ccc(S(=O)(=O)N3CCC4(CC3)OCCO4)cc12,-1.1,·,4,0.3,·,2.8,·,-4,2
CC1CN(c2nc3ccccc3nc2C(C#N)C(=O)NCc2ccc3c(c2)OCO3)CC(C)O1 (configuration not stated),-0.54,-2,-9,0.1,1,-2.5,-0.8,-3,9.8*
O=C1CNC(=O)c2c(nc3n2CCC3)N1,0.98,·,-8,1.8,·,-0.7,·,-1,-0.57
Cc1nc2sc(C(c3ccc(Cl)cc3)N3CC(C)OC(C)C3)c(O)n2n1 (configuration not stated),-0.075,3,-5,-0.6,-3,-2.0,-0.9,13,0.28
CN(c1ccc(C(=O)O)cc1)S(=O)(=O)c1ccccc1,·,1,-11,-0.3,-14,-1.1,0.8,-9,·
COc1ccc(CCN2CC34C=CC(O3)C(C(=O)NCc3ccccc3)C4C2=O)cc1OC (configuration not stated),-0.24,·,-6,1.2,·,-1.6,·,0,1.7
Cc1cc(Cl)c(S(=O)(=O)Nc2ccccn2)cc1OCC(N)=O,-0.43,-1,-4,-0.1,2,-2.1,0.3,-10,-0.34
O=C(NCCCN1CCC(Cc2ccccc2)CC1)C1CC(=O)N(C2CCCC2)C1 (configuration not stated),-3.3*,-13,28,-0.7,-13,3.4,-0.5,26,-0.011
CCOC(=O)C1CCN(C(=O)c2cccc(Cl)c2)CC1,-0.22,-1,-6,-0.6,-24,-4.0,-0.5,2,-0.63
COCCCNC(=O)Cn1nnc(-c2ccc(NC(=O)c3ccccc3OC)cc2)n1,-0.1,·,-5,-0.2,·,0.0,·,4,-0.22
CCc1ccccc1NC(=O)CN(c1cccc(OC)c1)S(C)(=O)=O,0.32,-4,-7,0.4,3,0.5,-0.7,-2,1.5
